Compound activity (PubChem BioAssay)
Tat transport = blocks Tat-dependent protein export in E. coli. E. coli MC4100 TorA-mCherry Tat export, fluorescence. inhibition, % at 10 µM. 340,000 compounds, 0.036% hits. AID 488895;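 active means mean replicate inhibition at least 50% and at least half of replicates individually reaching 50%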;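 further: exported cargo escapes ClpAP degradation while cytoplasmic cargo is degraded and loses fluorescence; 0% = median of neutral control wells and 100% = median of NaSCN control wells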
phage Ecoli inh = E. coli growth loss with phage present; inhibition, % at 11.9 µM; growth absorbance; 360,000 compounds, 0.26% hits; in the data active means inhibition above about 11%
PKA-R2B activ = activators of human PKA-R2B complex; P22694+P31323; activation, % at 11.4 µM; 340,000 compounds, 0.079% hits; PKA-R2B holoenzyme dissociation, Cy5-IP20 fluorescence polarization; R2B truncated from residue 108, S112A mutant; 0% DMSO only, 100% 113 µM cGMP;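 active means activation above a cutoff set at the mean over all compounds plus 3 SD, cut at about 18% in these data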;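 further: higher means more holoenzyme dissociation and a rise in polarization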
Target sequence (P31323 whole entry, looked up, other chains not shown, the tested form may be a part): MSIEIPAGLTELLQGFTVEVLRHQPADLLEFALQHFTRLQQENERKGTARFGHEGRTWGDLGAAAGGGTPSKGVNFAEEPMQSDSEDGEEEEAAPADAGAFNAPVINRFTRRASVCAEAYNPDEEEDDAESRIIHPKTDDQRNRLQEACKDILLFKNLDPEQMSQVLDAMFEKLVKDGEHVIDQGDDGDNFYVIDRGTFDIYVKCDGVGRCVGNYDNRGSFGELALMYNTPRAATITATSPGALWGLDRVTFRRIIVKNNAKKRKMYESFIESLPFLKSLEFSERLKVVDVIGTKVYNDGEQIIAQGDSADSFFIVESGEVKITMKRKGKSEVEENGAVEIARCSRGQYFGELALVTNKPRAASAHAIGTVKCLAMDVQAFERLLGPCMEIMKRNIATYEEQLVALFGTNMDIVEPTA
OPRM1-OPRD1 inv = inverse agonist of human OPRM1-OPRD1 heterodimerization; P35372+P41143; cell-based MOR-DOR heterodimer luminescence, inverse agonism; inhibition, % at 9.3 µM; 340,000 compounds, 0.21% hits; in the data active means inhibition above about 22%, passing the limit was not always enough;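 further: 0% = cells with DMSO and 100% = wells without cells with DMSO; values of inactives mirror those of a sister screen read the other way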
PKA-R1A activ = activates the PKA-R1A holoenzyme complex; P00514+P68181; PKA-R1A dissociation, Cy5-IP20 fluorescence polarization; scaled: DMSO 0%, 113 µM cGMP 100%; activation, % at 11.4 µM; 340,000 compounds, 0.083% hits;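 active means percent activation above the mean of all tested compounds plus 3 SD, cut at about 19% in these data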;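 further: higher means more PKAc released from R1A so a rise in polarization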
HTR5A inv ctr = counter-screen for OPRM1-OPRD1 inverse agonists: human HTR5A inverse agonism; P47898; HTR5A cell line, luminescence; inhibition, % at 9.3 µM; 340,000 compounds, 0.083% hits; AID 504634; in the data active means inhibition mostly above about 23%, no sharp cut-off; inactive means mostly below about 18%;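 further: 0% = cells with DMSO and 100% = no-cell wells with DMSO; some compounds called inactive have numbers as strong as hits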
Target sequence (P47898 whole entry, looked up): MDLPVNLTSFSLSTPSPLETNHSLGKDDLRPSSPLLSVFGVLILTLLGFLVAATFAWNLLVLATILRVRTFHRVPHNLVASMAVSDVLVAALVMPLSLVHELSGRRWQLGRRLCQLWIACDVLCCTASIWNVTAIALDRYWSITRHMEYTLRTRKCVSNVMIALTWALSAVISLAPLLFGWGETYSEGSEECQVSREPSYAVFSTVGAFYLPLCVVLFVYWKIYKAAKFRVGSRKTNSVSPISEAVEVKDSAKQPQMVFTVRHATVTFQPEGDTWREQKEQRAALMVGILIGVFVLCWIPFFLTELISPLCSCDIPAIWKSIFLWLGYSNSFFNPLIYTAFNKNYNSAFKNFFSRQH
AddAB inh = less growth of phage-infected E. coli with AddAB; 330,000 compounds, 0.29% hits; E. coli expressing H. pylori AddAB, absorbance growth; inhibition, % at 11.9 µM; AID 435030; in the data active means inhibition above about 12%;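 further: 0% = vehicle wells of infected cells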
Mot1-301 SUMO = SUMOylation pathway inhibition by Mot1-301 growth rescue | growth rescue, % at 18.8 µM | S. cerevisiae Mot1-301 growth rescue, ATP luminescence, 38.5C; percent above DMSO median, 100 means doubled | 320,000 compounds, 1% hits;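 active means every valid replicate shows activation above 250% relative to neutral control wells; inactive means the rest, any valid replicate at or below 250%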;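 further: OY570 slx delta 5 strain wells were the positive control but not used for scaling; some compounds called inactive have numbers as strong as hits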
E coli growth = counter-screen for AddAB inhibitors: E. coli growth inhibition; E. coli V3065 growth, OD600 absorbance, 18 h; inhibition, % at 11.9 µM; 330,000 compounds, 0.27% hits;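 active means inhibition above the campaign's mean inhibition across all tested compounds plus 3 SD, cut at about 9.9% in these data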;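 further: uninfected addAB+ strain grown without phage in ampicillin broth; 0% = DMSO wells and 100% = ciprofloxacin 0.95 µg/ml wells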
PfHsp90 yeast 2 = growth inhibition of yeast expressing Plasmodium Hsp90. S. cerevisiae expressing PfHsp90, BacTiter-Glo ATP, 48 h; yeast lacking PDR1 and PDR3 efflux regulators. inhibition, % at 9.4 µM. 310,000 compounds, 0.32% hits;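 active means every replicate shows inhibition above about 80%, whatever the replicate mean, limit read from the data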;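 further: 0% = DMSO neutral controls and 100% = 20 µM radicicol positive controls; yeast relying on Plasmodium falciparum Hsp90 in place of its own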
MOR-DOR ag = agonists of human mu-delta opioid receptor heterodimerization; activation, % at 9.3 µM; P35372+P41143; 340,000 compounds, 0.3% hits; cells, OPRM1-OPRD1 heterodimerization, luminescence; AID 504326; in the data active means activation above about 18%;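 further: 0% = vehicle-treated cells and 100% = reference agonist; values of inactives mirror those of a sister screen read the other way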
* = called active by the depositor; x = no result given.

A first look, six compounds:
molecule | Tat transport | phage Ecoli inh | PKA-R2B activ | OPRM1-OPRD1 inv | PKA-R1A activ | HTR5A inv ctr | AddAB inh | Mot1-301 SUMO | E coli growth | PfHsp90 yeast 2 | MOR-DOR ag
CCCn1c(-c2ccc(OC)cc2)nc2nc3ccccc3nc21 | 0 | 1.6 | -7 | 3 | -12 | -10 | -0.4 | -5 | 1.4 | -12 | -0.5
Cc1cc(C)c2c(N)c(C(=O)N3CCN(c4ncccn4)CC3)sc2n1 | 2 | -0.8 | 2 | 12 | 4 | 27 | 2.1 | -15 | 1.1 | 24 | -2.8
COc1ccc(-c2ccc3ccccc3n2)cc1 | 0 | 1.7 | 2 | -9 | 12 | -18 | 1.5 | 7 | 1.4 | 4 | 1.9
Cc1ccc(C)c(N2CCN(C(=S)Nc3ccc4nc(N5CCOCC5)cc(C)c4c3)CC2)c1 | 25 | 1.7 | -8 | -32 | -5 | 16 | -0.5 | -23 | -0.5 | 6 | 4.9
COc1ccc(CCCc2nnc(SCC(=O)Nc3nc(C)cs3)n2C)cc1 | -3 | 3.0 | -13 | 7 | -1 | 6 | -1.3 | -6 | 0.2 | -11 | -1.4
COc1ccc(C2=C(O)C(C)N(c3ccccc3)C2=N)cc1OC (stereo not drawn) | -6 | 1.2 | -5 | 2 | 5 | -13 | 0.1 | -5 | 0.0 | -5 | -0.3

All compounds of this part (from the top)
molecule | Tat transport | phage Ecoli inh | PKA-R2B activ | OPRM1-OPRD1 inv | PKA-R1A activ | HTR5A inv ctr | AddAB inh | Mot1-301 SUMO | E coli growth | PfHsp90 yeast 2 | MOR-DOR ag
CCCn1c(-c2ccc(OC)cc2)nc2nc3ccccc3nc21 | 0 | 1.6 | -7 | 3 | -12 | -10 | -0.4 | -5 | 1.4 | -12 | -0.5
Cc1cc(C)c2c(N)c(C(=O)N3CCN(c4ncccn4)CC3)sc2n1 | 2 | -0.8 | 2 | 12 | 4 | 27 | 2.1 | -15 | 1.1 | 24 | -2.8
COc1ccc(-c2ccc3ccccc3n2)cc1 | 0 | 1.7 | 2 | -9 | 12 | -18 | 1.5 | 7 | 1.4 | 4 | 1.9
Cc1ccc(C)c(N2CCN(C(=S)Nc3ccc4nc(N5CCOCC5)cc(C)c4c3)CC2)c1 | 25 | 1.7 | -8 | -32 | -5 | 16 | -0.5 | -23 | -0.5 | 6 | 4.9
COc1ccc(CCCc2nnc(SCC(=O)Nc3nc(C)cs3)n2C)cc1 | -3 | 3.0 | -13 | 7 | -1 | 6 | -1.3 | -6 | 0.2 | -11 | -1.4
COc1ccc(C2=C(O)C(C)N(c3ccccc3)C2=N)cc1OC (stereo not drawn) | -6 | 1.2 | -5 | 2 | 5 | -13 | 0.1 | -5 | 0.0 | -5 | -0.3
Cc1cc(C)nc(NS(=O)(=O)c2ccc(Br)s2)c1 | 0 | 3.7 | -4 | 8 | 4 | -2 | 1.6 | 7 | -0.5 | 10 | -1.4
COc1ccc(N(CCCN2C(=O)c3cccc4cccc(c34)C2=O)C(=O)c2cccc(OC)c2)cc1 | 9 | 3.4 | -8 | 9 | 0 | -2 | 6.8 | -5 | 2.4 | -1 | -1.6
CCC(COC)Oc1cc(NCc2ccccc2)c2ncn(C(C)C)c2c1 (stereo not drawn) | 19 | -1.1 | -9 | -15 | 7 | -21 | -1.1 | -1 | -2.5 | -7 | 2.8
Cc1ccc(Oc2c(C(N)=O)cc([N+](=O)[O-])cc2[N+](=O)[O-])cc1 | -12 | 2.4 | -9 | -45 | -1 | -20 | 6.9 | 5 | 0.4 | 2 | 8.5
CSc1ccccc1NC(=O)CN(C)C(=O)Cn1c(=O)oc2ccccc21 | -3 | 2.9 | -4 | 8 | -3 | -18 | -1.2 | 207 | -0.1 | x | -1.2
CSc1ccc(CNc2nnnn2C)cc1 | 4 | 0.2 | 9 | -15 | -4 | 13 | 1.0 | -6 | 2.5 | x | 3.0
Cc1ccc[n+](C2C(c3ccc([N+](=O)[O-])cc3)C(C#N)=C([S-])NC2(O)C2CC2)c1 (stereo not drawn) | 11 | 1.1 | -9 | -1 | -20 | 19 | 1.0 | x | 0.4 | -2 | 0.2
COc1ccc(-c2nnc(SCC(=O)NCC3CCCO3)n2C)cc1 (stereo not drawn) | -1 | 3.8 | 0 | 10 | 12 | -9 | 1.8 | 111 | 0.3 | -7 | -2.1
CCN(CC)CCCCNc1ncc2cc(-c3cc(OC)cc(OC)c3)c(NC(=O)NC(C)(C)C)nc2n1 | -9 | 4.2 | -2 | 10 | -8 | -27 | -2.9 | 277* | -3.5 | -7 | -1.9
COc1ccc(C)cc1-n1nnnc1SCC1CCCCO1 (stereo not drawn) | -5 | 0.5 | 2 | -4 | -4 | -2 | 1.9 | 71 | -1.5 | 3 | 0.8
CC(C)OC(=O)c1cc(NC(=O)C2C3CCC(O3)C2C(=O)O)cc(C(=O)OC(C)C)c1 (stereo not drawn) | 7 | -0.5 | 2 | 9 | 3 | -20 | 0.0 | -6 | 0.2 | 2 | -1.9
Cc1ccc(NS(=O)(=O)c2cn(C)cn2)cc1 | -8 | 2.0 | 0 | 14 | -5 | -1 | 1.8 | 868 | -3.6 | 12 | -3.0
CCNc1nc(NCC)nc(C(=O)NN)n1 | 4 | -0.2 | 5 | 6 | -10 | -3 | -1.4 | 78 | -3.3 | 34 | -1.1
O=C1C2C3C=CC(C3)C2C(=O)N1/N=C/c1ccc(-c2ccccc2[N+](=O)[O-])o1 (stereo not drawn) | -4 | 2.8 | -4 | 15 | -4 | 5 | -0.2 | -24 | 0.9 | 2 | -2.8
O=C1CCCCCN1C(=O)c1cccc(C(=O)N2CCCCCC2=O)c1 | -5 | 3.4 | 6 | 10 | 6 | -9 | 1.3 | x | -1.8 | 7 | -1.7
CC(C)C(NS(=O)(=O)c1ccc2c(c1)OCCCO2)C(=O)O (stereo not drawn) | 16 | 0.1 | -4 | 1 | -12 | 14 | 2.2 | -2 | 0.3 | -13 | -0.2
COc1ccccc1NC(=O)NC1(C(=O)N2CCCCCC2)CCCCC1 | -5 | 3.4 | 1 | 5 | 8 | -25 | 2.2 | x | 0.8 | 3 | -0.9
O=C(O)CCC(=O)OCC1CCCO1 (stereo not drawn) | 0 | 2.5 | -6 | -1 | -6 | -13 | -1.4 | 146 | -1.6 | x | 0.2
O=c1c2[nH]c3ccccc3c2ncn1CCN1CCNCC1 | -11 | 3.4 | -13 | 7 | 7 | -6 | -2.5 | 4 | -1.5 | x | -1.2
Cn1nnnc1SCC(=O)N1c2ccccc2Sc2ccccc21 | 10 | 2.3 | -4 | 16 | -12 | 6 | -0.8 | 2 | -2.0 | -8 | -2.9
Cc1ccc(NS(=O)(=O)c2cc(C(=O)NCCSC3CCCCC3)ccc2C)cc1 | 6 | 2.0 | 2 | -20 | -7 | -19 | 1.6 | -19 | 0.1 | 14 | 3.7
COc1cccc(CNC(=O)c2cccs2)c1 | 0 | 1.3 | -4 | 3 | 10 | -10 | -0.6 | 9 | -1.4 | -9 | -0.4
O=C1NCCOC(=O)[C@@H](Cc2ccc(F)cc2)CC/C=C/C[C@@H]1CC(=O)N(CCO)Cc1ccccc1 | -5 | 3.0 | 1 | 3 | -6 | -11 | -0.2 | -3 | -2.2 | 9 | -0.5
COc1ccc(N)cc1-n1c(C)ccc1C | -9 | 2.0 | 2 | -43 | -5 | 7 | 4.3 | 260 | -1.3 | -13 | 9.2
CCN(CC)CCNC(=O)c1ccc(NC(=O)c2cccc(S(=O)(=O)N3c4ccccc4CC3C)c2)cc1 (stereo not drawn) | 10 | 2.3 | -3 | 12 | 2 | -24 | 1.4 | -4 | 0.6 | -11 | -2.2
CC(C)CNC(=O)c1cccc2c1-c1ccccc1C2=O | -3 | 1.6 | -5 | 7 | 2 | -10 | 2.6 | 175 | 1.0 | -5 | -1.2
Cc1ccc(-c2ccc(/C=N/NC(=O)CN3CCCC3)o2)cc1Cl | -2 | 3.1 | -3 | -22 | -6 | -26 | 11 | 3 | 8.1 | -8 | 3.9
CCOC(=O)C1CCCN(C2CC(=O)N(c3ccccc3)C2=O)C1 (stereo not drawn) | 0 | 1.3 | 9 | 2 | 8 | -6 | 3.0 | -7 | -1.4 | -24 | -0.3
O=C(CC1C(=O)NCCN1Cc1ccc(-c2ccccc2)cc1)NCCCn1cccn1 (stereo not drawn) | 1 | 0.7 | -4 | 16 | -7 | 10 | 0.8 | -7 | -0.6 | -1 | -3.2
Cc1ccc(C(=O)Nc2ccon2)cc1S(=O)(=O)N1CCCC1 | -1 | -0.9 | -13 | 14 | -8 | 13 | -1.3 | 13 | -2.2 | -11 | -2.7
COc1ccc(Cl)cc1NC(=S)Nc1ccc(Cl)cn1 | -12 | 3.1 | 8 | 5 | 11 | 12 | 0.7 | 11 | 0.4 | -16 | -0.9
c1cc(Nc2ncnc3sccc23)cc(-c2nnc3n2CCCCC3)c1 | 7 | 4.0 | -4 | 8 | -3 | -2 | 1.8 | 5 | -1.5 | -10 | -1.5
COc1ccccc1N1CCN(CC(=O)N2N=CCC2c2ccccc2)CC1 (stereo not drawn) | -5 | 4.7 | -4 | -13 | -4 | 0 | 0.2 | -5 | 2.1 | x | 1.8
Oc1ccc(/C=N/NC(=S)Nc2cccnc2)cc1O | 0 | -0.3 | 3 | -9 | 1 | 1 | 2.2 | -10 | -3.0 | -7 | 1.5
CCCC(=O)NC(c1ccc(N(C)C)cc1)c1ccc2cccnc2c1O (stereo not drawn) | 1 | 26* | -4 | -7 | -6 | 15 | 31* | -1 | 28* | 1 | 1.3
Cc1sc2ncn(CC(=O)NCCCC(=O)N(C)Cc3ccccc3)c(=O)c2c1C | 4 | 1.0 | -2 | 3 | 11 | -12 | 0.4 | -14 | 1.0 | 26 | -0.3
COc1cc(SC)ccc1C(=O)N(C)Cc1ccccc1 | 14 | 0.9 | 5 | 9 | -1 | 8 | 1.1 | -6 | -1.0 | 8 | -2.0
O=C(Cn1cnc(S(=O)(=O)N2CCCCC2)c1)NCc1ccco1 | -4 | x | -1 | 15 | 1 | 12 | 2.6 | x | -1.4 | 14 | -2.8
CNC(=O)c1[nH]cnc1C(=O)Nc1cccc(OC)c1 | 5 | -0.3 | -3 | 14 | 16 | 2 | -2.7 | 9 | 0.2 | -6 | -3.4
CSc1nc(Cl)cc(N(CCO)CCO)n1 | -2 | 3.0 | 11 | 6 | -1 | -3 | 3.6 | 9 | 2.1 | -4 | -1.4
O=C(c1ccc(Cl)cc1)c1oc2ccccc2c1CS(=O)(=O)c1ccccc1 | -1 | 2.1 | -1 | -33 | -5 | -4 | -1.9 | 54 | -3.6 | 24 | 6.2

Not a hit list; overall some 2.2% were active at least once.
